Assay outcomes from PubChem.
FBPA coupling cs: qHTS Assay for Inhibitors of Fructose-1,6-bisphosphate Aldolase from Giardia Lamblia: Coupling assay counterscreen. coupling enzyme system counterscreen, AmpLite Red fluorescence. activity change, negative = inhibition, % at 58.2 µM, hits read low. actives 0.67% (n = 290,000). AID 2472, 2010; in the data active = activity change below about -30%; also: % is scaled to controls: 0 for no effect and ±100 for the full control effect
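Compounds tested against the coupling enzymes alone at 57.5 uM final; readout was AmpLite Red fluorescence (525/598 nm) after 20 min at RT.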
Integrin act MD: qHTS for Activators of Integrin-Mediated Alleviation for Muscular Dystrophy. alpha7betagal myoblasts, beta-gal FDG fluorescence, 48 h. Potency, µM (titrated, usually from 38.3 µM), for inactives: at the top dose activation, most hits filed as activators. actives 0.064% (n = 350,000). AID 624291, 2012;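 also: potency is read from the fitted curve at half-maximal effect; 100% = response of the positive control SU9516; nearly all actives have a fitted effect of over 60% in size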
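alpha7betagal+/- myoblasts (passage 13, 250/well) treated 48 h at 37C with compounds at 1:260 dilution of DMSO stock. Lysed, then beta-galactosidase activity read as FDG fluorescence (ex 480/em 540) after 30 min, with pre-read for autofluorescence.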
GALK inhibitor: qHTS Assay for Inhibitors of Human Galactokinase (GALK). P51570. Purified GALK, Kinase-Glo residual ATP luminescence. Potency, µM (highest dose often 57.5 µM), for inactives: top-dose activity change, negative = inhibition, actives largely listed as inhibitors. actives 0.007% (n = 270,000). AID 1868, 2009; also: potency is read from the fitted curve at half-maximal effect; % is scaled to controls: 0 for no effect and ±100 for the full control effect
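ATP-depletion format; final 35 uM ATP, 100 uM D-galactose, 5 nM enzyme; pH 8.0 HEPES/Mg2+ buffer; 60 min RT; luminescence read 10 min after detection reagent.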
Tb PFK inh: qHTS Assay to Find Inhibitors of T. brucei phosphofructokinase | T. brucei PFK, ADP-Glo luminescence | Potency, µM (doses to about 57.5 µM), inactives show at the top dose activity, negative = inhibition, usual class: inhibitors | actives 0.17% (n = 330,000) | AID 485367, 2010;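 also: potency is read from the fitted curve at half-maximal effect; 0% = uninhibited 1x PFK enzyme wells and -100% = no-enzyme wells; nearly all actives have a fitted effect of over 60% in size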
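In TEA buffer at pH 8.0 with 5 mM MgCl2, enzyme (1.25 nM) converted F6P (0.5 mM) and ATP (0.1 mM) for 45 min at room temperature. ADP product was read by luciferase luminescence.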
ASM inhibitor: Inhibitors of Secretory Acid Sphingomyelinase (S-ASM): qHTS; Sphingomyelin phosphodiesterase (Homo sapiens), P17405; placental ASM, HMU-PC fluorogenic substrate, 60 min; Potency, µM (series often up to 57.5 µM), for the others: at the top dose activity change, negative = inhibition, usual class: inhibitors; actives 0.006% (n = 340,000); AID 504937, 2011; also: potency is read from the fitted curve at half-maximal effect
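Steps: dispense placental human ASM, pin compound, wait 10 min at room temperature, add HMU-PC0 substrate at 9 uM final, incubate 60 min at 37 °C, add stop solution raising pH to 10, read fluorescence.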
B2AR arrestin: qHTS assay of beta-arrestin-biased ligands of beta2-adrenergic receptor; Beta-2 adrenergic receptor (Homo sapiens), P07550; beta-arrestin recruitment to beta2AR, cell-based reporter; Potency, µM (top dose mostly 46.1 µM), without a hit: at the highest dose activation, hits mostly activators; actives 0.02% (n = 330,000); AID 492947, 2010;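 also: potency is read from the fitted curve at half-maximal effect; 0% = DMSO controls and full agonism = EC100 isoproterenol or metaproterenol; nearly all actives have a fitted effect of over 65% in size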
Target sequence (P07550 whole entry, looked up): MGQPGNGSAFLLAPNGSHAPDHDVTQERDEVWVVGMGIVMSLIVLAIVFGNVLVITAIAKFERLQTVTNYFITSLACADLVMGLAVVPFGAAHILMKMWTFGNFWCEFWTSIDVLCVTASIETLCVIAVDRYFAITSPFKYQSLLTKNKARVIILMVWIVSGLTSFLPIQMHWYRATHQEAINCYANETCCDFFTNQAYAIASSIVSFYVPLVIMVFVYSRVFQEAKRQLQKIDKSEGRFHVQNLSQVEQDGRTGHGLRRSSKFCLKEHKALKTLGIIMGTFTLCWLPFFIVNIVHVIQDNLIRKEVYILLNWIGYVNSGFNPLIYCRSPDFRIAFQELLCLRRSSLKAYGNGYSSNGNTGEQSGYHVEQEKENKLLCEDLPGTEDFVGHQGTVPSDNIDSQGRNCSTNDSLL
Menin-MLL TR inh: qHTS Assay for Inhibitors Targeting the Menin-MLL Interaction in MLL Related Leukemias: Competition With Texas Red Labeled MLL-derived Mutant Peptide. O00255. Menin + Texas Red MLL mutant peptide, fluorescence polarization. Potency, µM (top dose mostly 61.6 µM), for the others: top-dose FP activity change, negative = inhibition, actives largely listed as inhibitors. actives 0.23% (n = 270,000); active = well fitted inhibition curve with a large enough effect in the polarisation, with a control signal flat, not every such curve was filed as active; inconclusive = small, poorly fitted or top-dose-only effect, or effect the other way, or a change in a side signal; inactive = no such curve, though single readings can be large or run the other way; the % refers to the polarisation; also: potency is read from the fitted curve at half-maximal effect; % of control where 0% means no effect; many of its hits are not listed in these tables
Giardia killer: Small Molecules that selectively kill Giardia lamblia: qHTS. Giardia lamblia trophozoite viability. activity change, % at 7.66 µM, hits read low. actives 0.15% (n = 340,000); in the data active = activity change below about -80%; inconclusive = between about -30% and that limit;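 also: parasites exposed to compound for two days anaerobically before the ATP read; % is scaled to controls: 0 for no effect and ±100 for the full control effect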
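ATP-content bioluminescence gauges trophozoite survival. Cells (100/well) receive compound and incubate anaerobically for 48 hrs at 37 deg C; detection reagent follows for 15-30 min at room temperature.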
TSG101-PTAP inh: qHTS Assay for Iinhibitors of HIV-1 Budding by Blocking the Interaction of PTAP/TSG101. Tumor susceptibility gene 101 protein (Homo sapiens), Q99816. Fluorescence polarization, FITC-PTAP peptide / Tsg101 binding. Potency, µM (highest dose often 115 µM), for inactives: at the highest dose activity change, negative = inhibition, usual class: inhibitors. 340,000 tested, under 10 active. AID 493005, 2010; active = well fitted inhibition curve with a large enough effect in the main read-out, with a control signal flat, not every such curve was filed as active; inconclusive = small, poorly fitted or top-dose-only effect, or effect the other way, or a change in a side signal; inactive = no such curve, though single readings can be large or run the other way; also: potency is read from the fitted curve at half-maximal effect; % of control where 0% means no effect
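Tsg101 binding domain (10 uM final) was mixed with compound and a FITC-labeled PTAP peptide (50 nM final) in HEPES pH 7.5 buffer with NaCl, Tween 20, EDTA and TCEP; fluorescence polarization was read after 20 min at r.t.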
BCR signal inh: qHTS Assay to Find Inhibitors of Chronic Active B-Cell Receptor Signaling. ABC-DLBCL IkBa-CBG/CBR reporter, luminescence ratio, 4 h. Potency, µM (top dose mostly 46.1 µM), without a hit: at the top dose ratio change, negative = lower green/red ratio, usual class: inhibitors. actives 0.05% (n = 340,000); active = well fitted inhibition curve with a large enough effect in the signal ratio, with a control signal flat, not every such curve was filed as active; inconclusive = small, poorly fitted or top-dose-only effect, or effect the other way, or a change in a side signal; the % refers to the signal ratio;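 also: potency is read from the fitted curve at half-maximal effect; plate controls were basal doxycycline-induced cells for no effect and cells given 10 µM MG132 for full effect; MG132 reads +100%, hits lower the ratio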
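Doxycycline induced both beetle luciferases in TMD8 lymphoma cells; IKK-driven degradation limits the IkappaBalpha-fused green signal, while red luminescence normalises for cell number and nonspecific effects. Compounds tested up to 46 uM, 4 hrs.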
PKM2 activator: qHTS Assay for Activators of Human Muscle isoform 2 Pyruvate Kinase. AID 1631, 2009. Potency, µM (doses to about 57.5 µM), inactives show at the highest dose activation, actives largely listed as activators. purified PKM2, Kinase-Glo ATP luminescence, activation; response scale: 0% is enzyme alone, no compound. actives 0.34% (n = 260,000); also: potency is read from the fitted curve at half-maximal effect; % is scaled to controls: 0 for no effect and ±100 for the full control effect; nearly all actives have a fitted effect of over 55% in size
Target sequence (P14618 whole entry, looked up, canonical isoform): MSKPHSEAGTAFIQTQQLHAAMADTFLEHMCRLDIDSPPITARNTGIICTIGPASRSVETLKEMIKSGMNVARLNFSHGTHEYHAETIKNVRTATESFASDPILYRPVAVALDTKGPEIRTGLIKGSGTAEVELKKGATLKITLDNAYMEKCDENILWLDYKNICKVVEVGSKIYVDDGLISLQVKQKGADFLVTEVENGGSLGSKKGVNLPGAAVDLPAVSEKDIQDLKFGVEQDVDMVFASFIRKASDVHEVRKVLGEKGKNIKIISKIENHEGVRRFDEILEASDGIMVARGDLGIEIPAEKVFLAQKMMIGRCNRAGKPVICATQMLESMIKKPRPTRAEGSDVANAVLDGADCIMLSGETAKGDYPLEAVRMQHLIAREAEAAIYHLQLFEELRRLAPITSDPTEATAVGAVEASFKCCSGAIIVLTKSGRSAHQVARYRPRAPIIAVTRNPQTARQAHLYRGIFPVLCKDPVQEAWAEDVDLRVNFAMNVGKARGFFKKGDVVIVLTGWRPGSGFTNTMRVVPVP
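hPK-M2, >95% pure; 0.1 mM ADP / 0.5 mM PEP final; imidazole pH7.2 buffer w/ 7 mM MgCl2, 50 mM KCl; 1 h RT; Kinase-Glo lum. Intermediate enzyme activity for dual inhibitor/activator qHTS.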
Starred values were filed as active, the others as inactive; & = joins results of further samples; [ ] = another dose, or the depositor's remark. Unless noted, calls follow the shape of the dose curve; as a rule, active = well fitted curve in the direction sought with a large enough effect; inconclusive = small, poorly fitted or top-dose-only effect, or another doubt; inactive = no such curve, though single readings can be large; an effect the other way counts as inactive or inconclusive.

COCCN(C(=O)c1cccc(N2C(=O)CCC2=O)c1)c1nc(-c2ccc([N+](=O)[O-])cc2)cs1 was read as Integrin act MD 1%, Tb PFK inh -1%, ASM inhibitor -4%, B2AR arrestin -0.5%, Giardia killer 33[activator], TSG101-PTAP inh 0% and BCR signal inh inconclusive.
Screening Cc1ncoc1C(=O)NC1CCCc2c1cnn2-c1ccc(C(C)(C)C)cc1 (stereo unspecified) returned FBPA coupling cs 0, Integrin act MD -45%[inhibitor], GALK inhibitor -2%, Tb PFK inh 1%, ASM inhibitor -1%, B2AR arrestin 7.6%, Menin-MLL TR inh -8%, Giardia killer -11, BCR signal inh inconclusive and PKM2 activator -1%.
Screening O=C(NCC1(N2CCOCC2)CCCCC1)c1cccc(S(=O)(=O)N2CCc3ccccc3C2)c1 returned FBPA coupling cs -6, Integrin act MD 5%, GALK inhibitor 13%, Tb PFK inh 2%, ASM inhibitor -1%, B2AR arrestin 0.2%, Menin-MLL TR inh 8%, Giardia killer 11, TSG101-PTAP inh 0%, BCR signal inh 0% and PKM2 activator 0%.
For c1ccc(CCCNc2ncccn2)cc1 the results were FBPA coupling cs -1, Integrin act MD 6%, GALK inhibitor 0%, Tb PFK inh -11%, ASM inhibitor 4%, B2AR arrestin 0.2%, Menin-MLL TR inh 0%, Giardia killer 5, TSG101-PTAP inh -2%, BCR signal inh -11% and PKM2 activator -22%.
For O=C(C1CCN(S(=O)(=O)c2ccc(Cl)cc2)CC1)N1CCCCCCC1 the results were Integrin act MD 20%, GALK inhibitor 6%, Tb PFK inh 3%, ASM inhibitor -4%, B2AR arrestin -0.4%, Giardia killer -4, TSG101-PTAP inh -1%, BCR signal inh 1% and PKM2 activator -2%.
Cc1ccc(-c2nc(C(=O)NCCCN(C)C)cc3c2[nH]c2ccccc23)cc1 was read as FBPA coupling cs 0, Integrin act MD -57%[inhibitor], GALK inhibitor -2%, Tb PFK inh 1%, ASM inhibitor 13%, B2AR arrestin 0.5%, Menin-MLL TR inh inconclusive, Giardia killer -7, TSG101-PTAP inh -5% and BCR signal inh 0%.
`CCN(C(=O)COC(=O)Cc1ccc(F)cc1)c1c(N)n(Cc2ccccc2)c(=O)[nH]c1=O` gave Integrin act MD 5%, Tb PFK inh -6%, ASM inhibitor 5%, B2AR arrestin 0.4%, Giardia killer 6, TSG101-PTAP inh -3% and BCR signal inh inconclusive.
`Fc1ccccc1OCCCN1CCOCC1` gave FBPA coupling cs 6, Integrin act MD -5%, GALK inhibitor -3%, ASM inhibitor 4%, Menin-MLL TR inh 23%, Giardia killer 13, TSG101-PTAP inh -20% and PKM2 activator -5%.
`Cc1sc(NC(=O)c2ccco2)c(C(=O)c2ccc(Cl)cc2)c1C` gave FBPA coupling cs 7, Integrin act MD 1%, GALK inhibitor 2%, Tb PFK inh 1%, ASM inhibitor -23%, B2AR arrestin -2.1%, Menin-MLL TR inh 1%, Giardia killer 12, TSG101-PTAP inh -4%, BCR signal inh 4% and PKM2 activator -6%.
`CCOC(=O)c1c(NC(=O)C2C3C=CC(C3)C2C(=O)O)sc2c1CC(C)(C)OC2` (stereo unspecified) gave FBPA coupling cs 5, Integrin act MD 0%, GALK inhibitor 4%, Tb PFK inh -3%, ASM inhibitor -3%, B2AR arrestin -0.1%, Menin-MLL TR inh -1%, Giardia killer 2, TSG101-PTAP inh -4%, BCR signal inh inconclusive and PKM2 activator -5%.
C=CCn1c(SCC(=O)NC(=O)NCCC)nnc1C1CCCCC1 was read as FBPA coupling cs 1, Integrin act MD 11%, GALK inhibitor 1%, Tb PFK inh -2%, ASM inhibitor 0%, B2AR arrestin -0.6%, Menin-MLL TR inh -10%, Giardia killer -4, TSG101-PTAP inh -4%, BCR signal inh inconclusive and PKM2 activator -20%.
Screening COCCSc1ccccc1C(=O)Nc1nnc(COC)s1 returned FBPA coupling cs 2, Integrin act MD 6%, GALK inhibitor -4%, Tb PFK inh 0%, ASM inhibitor 1%, B2AR arrestin -0.3%, Menin-MLL TR inh 4%, Giardia killer -4, TSG101-PTAP inh 0%, BCR signal inh inconclusive and PKM2 activator -5%.
CN(c1ccccc1)S(=O)(=O)c1cccc(NC(=O)CN2CCCc3ccccc32)c1 was read as FBPA coupling cs -9, Integrin act MD -34%[inhibitor], GALK inhibitor 0%, Tb PFK inh 1%, ASM inhibitor -1%, B2AR arrestin 0.2%, Giardia killer -14, TSG101-PTAP inh 5%, BCR signal inh -1% and PKM2 activator 13%.
`COc1cc(CNc2ccc3[nH]c(=O)[nH]c3c2)ccc1OCc1ccc(F)cc1Cl` gave FBPA coupling cs -1, Integrin act MD 0%, GALK inhibitor -1%, Tb PFK inh -2%, ASM inhibitor -1%, B2AR arrestin -0.4%, Menin-MLL TR inh inconclusive, Giardia killer -11, TSG101-PTAP inh 2% and BCR signal inh inconclusive.
Screening CCN1CC(CN(C)Cc2cn(-c3ccc(C)cc3)nc2-c2ccc(F)cc2)CC1=O (stereo unspecified) returned FBPA coupling cs -2, Integrin act MD 15%, GALK inhibitor -2%, Tb PFK inh 3%, ASM inhibitor -2%, B2AR arrestin -0.7%, Menin-MLL TR inh inconclusive, Giardia killer 1, TSG101-PTAP inh -2%, BCR signal inh 14% and PKM2 activator 2%.
For Cc1ccc(S(=O)(=O)N2CCCOC2CNC(=O)C(=O)NCc2ccncc2)cc1 (stereo unspecified) the results were FBPA coupling cs 0, Integrin act MD -14%, GALK inhibitor 0%, Tb PFK inh -5%, ASM inhibitor 5%, B2AR arrestin -1.8%, Menin-MLL TR inh 4%, Giardia killer 2, TSG101-PTAP inh -1%, BCR signal inh -3% and PKM2 activator 2%.
For COc1cc(-c2nc(Cc3ccccc3Cl)no2)cc(OC)c1OC the results were FBPA coupling cs 1, Integrin act MD -11%, GALK inhibitor 0%, Tb PFK inh -1%[0.46 µM], ASM inhibitor -8%, B2AR arrestin -0.4%, Menin-MLL TR inh -1%, Giardia killer -6, TSG101-PTAP inh -2%, BCR signal inh 8% and PKM2 activator 10%.
Screening O=C(CC12CC3CC(CC(C3)C1)C2)NCc1ccccc1 returned FBPA coupling cs 1, Integrin act MD -7%, Tb PFK inh 0%, ASM inhibitor -2%, B2AR arrestin 0.0%, Menin-MLL TR inh inconclusive, Giardia killer 11, TSG101-PTAP inh -1% and BCR signal inh 0%.
For Cc1ccc(/C=N/NC(=O)c2ccc(N(C)S(=O)(=O)c3ccccc3)cc2)cc1 the results were FBPA coupling cs -1, Integrin act MD -11%, GALK inhibitor 8%, Tb PFK inh 1%, ASM inhibitor -3%, B2AR arrestin -0.2%, Menin-MLL TR inh 32%[activator], Giardia killer 8, TSG101-PTAP inh -2%, BCR signal inh -22% and PKM2 activator 4%.
`S=c1[nH]ccn1-c1ccccc1Cl` gave FBPA coupling cs 0&1, Integrin act MD inconclusive, GALK inhibitor 14%&-1%, Tb PFK inh 0%&3%, ASM inhibitor -2%, B2AR arrestin -0.3%&0.3%, Giardia killer -1, TSG101-PTAP inh -2%, BCR signal inh 1%&-4% and PKM2 activator -1%&-1%.

Not all compounds are listed, so the mix of outcomes need not match the whole.
